# GSK3beta inhib: inhibitors of human GSK3beta kinase. actives 0.038% (n = 300,000). GST-GSK3beta kinase, ADP-Glo luminescence, 60 min; hits give low values. activity score (negative = inhibition), % at 10 µM;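 active = more than half of replicate wells score below -50%, meaning over 50% inhibition versus plate controls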;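 note: 0% = median DMSO wells and -100% = median GW8510 positive control wells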
#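 Assay system: GST-tagged human GSK3beta kinase, cell-free; Input: 1.6 ng GSK3beta; Medium: Tris/MgCl2 kinase buffer; Timing: 60 min enzyme reaction, room temperature; Signal: ADP-Glo luminescence quantifying ADP generated by kinase; Evaluation: score relative to plate controls; Benchmarks: DMSO neutral wells and GW8510 at 20 µM as positive.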
# HDAC3 inh: human HDAC3 inhibition; recombinant HDAC3, fluorogenic peptide/trypsin coupled, fluorescence; inhibition, % at 8.3 µM; actives 0.15% (n = 320,000); AID 2718; in the data active = inhibition above about 26%, passing the limit was not always enough
# KCNQ1 block: inhibitors of human KCNQ1 potassium channel. P51787. CHO-K1 KCNQ1, FluxOR thallium flux fluorescence; hits give high values. B-score at 10 µM. actives 1.3% (n = 310,000). AID 2642;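 active = compounds whose thallium flux B-score, printed positive for inhibition, exceeds three library SD while starting fluorescence stays within three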;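 note: channel opened by potassium depolarization with thallium stimulus after 20 min compound exposure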
# Target sequence (P51787 whole entry, looked up): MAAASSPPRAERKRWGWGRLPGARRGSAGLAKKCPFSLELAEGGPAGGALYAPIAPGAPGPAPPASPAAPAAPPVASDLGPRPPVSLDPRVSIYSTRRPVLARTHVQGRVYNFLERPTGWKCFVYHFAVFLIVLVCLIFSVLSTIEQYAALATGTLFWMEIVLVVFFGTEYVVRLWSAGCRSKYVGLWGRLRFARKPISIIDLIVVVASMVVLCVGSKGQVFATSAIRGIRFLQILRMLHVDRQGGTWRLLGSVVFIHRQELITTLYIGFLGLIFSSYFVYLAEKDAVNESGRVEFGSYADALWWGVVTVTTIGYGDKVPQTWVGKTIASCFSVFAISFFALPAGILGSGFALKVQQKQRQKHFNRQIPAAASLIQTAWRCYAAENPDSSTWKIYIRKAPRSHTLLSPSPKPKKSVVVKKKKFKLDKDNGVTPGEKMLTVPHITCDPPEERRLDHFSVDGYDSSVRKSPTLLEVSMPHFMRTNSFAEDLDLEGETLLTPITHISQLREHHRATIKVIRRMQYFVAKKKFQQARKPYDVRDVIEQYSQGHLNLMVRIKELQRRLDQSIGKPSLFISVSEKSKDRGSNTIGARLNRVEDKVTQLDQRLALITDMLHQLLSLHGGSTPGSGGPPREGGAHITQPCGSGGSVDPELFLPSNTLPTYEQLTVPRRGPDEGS
# KCNQ1 pot: potentiators or activators of human KCNQ1 potassium channel; CHO-K1 KCNQ1, thallium flux FluxOR fluorescence; hits give high values; B-score at 10 µM; actives 0.35% (n = 310,000); AID 2648;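 active = fluorescence ratio B-score, a plate-corrected score, at least three library SD, with initial intensity B-score within 5 SD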
#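 Test system: CHO-K1 cells stably expressing KCNQ1 / Medium: assay buffer / Also added: depolarizing K+/Tl+ stimulus, K2SO4 and Tl2SO4 each 12.5 mM in 5x stock / Incubation: 90 min dye loading and 20 min compound exposure, both at room temperature / Signal: thallium influx via FluxOR fluorescence, kinetic imaging / Evaluation: B score of baseline-normalized fluorescence ratio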
# PolyA inhibitor: blocks polyadenylation in yeast reporter cells. S. cerevisiae SKY197-pL101 polyadenylation reporter, beta-gal luminescence; efflux-impaired pdr1/pdr3 knockout yeast; score 100 = 6 SD above DMSO. calls only at 12 µM. actives 0.02% (n = 300,000). AID 1875;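 active = lowest replicate activity score at least 50, where 100 means six control SD above control mean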;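 note: yeast exposed to compound for 9 h at 30 °C; higher score means more reporter readthrough which indicates perturbed polyadenylation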
# DYRK1A inh: Dyrk1A (rat) kinase inhibition | actives 0.43% (n = 310,000) | ADP-Glo luminescence, NFATc1 peptide | Q63470 | inhibition, % at 12.5 µM; in the data active = inhibition above about 50%;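 note: plate controls were vehicle with enzyme for no effect and no enzyme for full effect; many of its hits are not listed in these tables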
# RGS4 pot: potentiators or activators of RGS4; HEK293 M3R/inducible RGS4, carbachol calcium flux Fluo4; hits give low values; AID 463111; B-score at 10 µM; actives 0.92% (n = 310,000);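 active = B-score of the integrated calcium signal more than 4 SD below the library mean, with starting fluorescence not abnormally high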;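 note: negative B-score means reduced calcium response which marks RGS4 activation or potentiation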
#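 Also added: carbachol at ECmax as muscarinic agonist stimulus; Assay system: HEK293 cells with stable M3R and inducible RGS4; Timing: overnight RGS4 induction, 30 min dye load 37 °C, 20 min compound RT; Measured by: Fluo4-AM (2 µM) calcium-flux fluorescence, kinetic read.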
# KCNK9 inh: inhibitors of human KCNK9 two-pore domain potassium channel. Q9NPC2. HEK293 KCNK9, FluxOR thallium flux fluorescence; hits give low values. B-score at 10 µM. actives 1.2% (n = 310,000). AID 488922;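 active = ratio B-score over 3 SD below the library mean, with starting fluorescence within 5 SD of its mean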;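 note: negative B-score means less thallium flux so channel inhibition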
# hERG rescue: hERG (human) protection from proarrhythmic block | Q12809 | AID 1511 | activation (rescue from dofetilide block), less the hit threshold, % at 10 µM | actives 0.51% (n = 310,000) | CHO-hERG, FluxOR thallium flux, dofetilide IC70 present;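 active = activation above the mean of controls blocked by dofetilide plus 5 SD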;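 note: thallium influx through hERG after potassium depolarization seen as dye fluorescence rise; in these data hits start at about 4.7%; inactives centre near -7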
# GSK3A inh: blocks human GSK-3 alpha kinase; P49840; ADP-Glo luminescence, 60 min; inhibition, % at 10 µM; actives 0.1% (n = 320,000); AID 2650;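 in the data active = inhibition above about 50%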;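 note: GST-tagged GSK-3 alpha with peptide substrate and 25 µM ATP; 0% = DMSO neutral wells and 100% = GW8510 positive control wells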
# KCNK3 inh: human KCNK3 channel inhibition, primary screen | O14649 | actives 0.84% (n = 340,000) | B-score at 10 µM | CHO-KCNK3 thallium flux, FluxOR fluorescence; hits give low values;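 active = B-score under library mean minus 4 SD, starting fluorescence ratio at most library mean plus 5 SD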;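 note: more negative B-score means stronger inhibition of thallium flux through KCNK3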
# Target sequence (O14649 whole entry, looked up): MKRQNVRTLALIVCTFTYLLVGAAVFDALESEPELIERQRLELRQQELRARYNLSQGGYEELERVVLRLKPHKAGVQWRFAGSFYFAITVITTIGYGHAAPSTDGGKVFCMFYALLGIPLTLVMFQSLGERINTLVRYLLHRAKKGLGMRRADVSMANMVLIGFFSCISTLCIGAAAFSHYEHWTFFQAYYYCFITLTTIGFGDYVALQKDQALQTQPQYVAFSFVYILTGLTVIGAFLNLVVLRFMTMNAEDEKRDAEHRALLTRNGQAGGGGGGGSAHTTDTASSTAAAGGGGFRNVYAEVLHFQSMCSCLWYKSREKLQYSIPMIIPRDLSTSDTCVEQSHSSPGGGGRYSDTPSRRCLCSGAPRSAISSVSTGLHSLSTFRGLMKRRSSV
# * = called active by the depositor; i = inactive; nt = not tested or not shown. These rows are one share of the data, so the mix of outcomes need not match the whole.
# Each structure is followed by: GSK3beta inhib | HDAC3 inh | KCNQ1 block | KCNQ1 pot | PolyA inhibitor | DYRK1A inh | RGS4 pot | KCNK9 inh | hERG rescue | GSK3A inh | KCNK3 inh
CC1CCN(c2ccc(C(F)(F)F)cc2N)CC1
→ -4 | -3 | i | i | i | -3 | i | i | -8 | 1 | i
Cc1cc(C)cc(C(=O)NCC(=O)OCc2c(C)noc2C)c1
→ 2 | 5 | i | i | i | 1 | i | i | -9 | -3 | i
O=C1OC(/C(=C\Nc2cc(Cl)ccc2O)[N+](=O)[O-])c2ccccc21 (centres undefined)
→ 2 | -2 | i | i | i | -4 | i | i | -15 | 1 | i
COc1ccc(CCNS(=O)(=O)CCNC(=O)c2ccc3c(c2)OCO3)cc1OC
→ 0 | 8 | i | i | i | 4 | i | i | -15 | -3 | i
CCCCCOc1ccc(CSC(=N)N)cc1[N+](=O)[O-]
→ -6 | 2 | i | i | i | 10 | -7.8* | i | -13 | 3 | i
Cn1nnnc1SCc1ccc(Cl)cc1
→ 5 | -2 | i | i | i | -3 | i | i | -2 | 0 | i
CCC1CCCCN1S(=O)(=O)c1ccc2c(c1)CCN2C(=O)C1CCC1 (centres undefined)
→ 3 | -3 | i | i | i | -4 | i | i | -8 | -3 | i
Cc1cccc(OCC(O)Cn2c(=N)n(Cc3ccccc3)c3ccccc32)c1 (centres undefined)
→ -1 | 6 | i | i | i | 0 | i | i | -28 | 15 | i
O=C(c1ccco1)N1CCCC(c2nc3c(nnn3Cc3ccc(F)cc3)c(=O)[nH]2)C1 (centres undefined)
→ -2 | -2 | i | i | i | -3 | i | i | -3 | 13 | i
CCOc1ccc(CN(C(=O)/C=C/c2ccco2)C2CCS(=O)(=O)C2)cc1 (centres undefined)
→ 1 | -4 | i | i | i | -3 | i | i | -6 | nt | i
CC(CCc1ccccc1)NC(=O)CNC(=O)c1ccccc1Br (centres undefined)
→ -1 | -6 | i | i | i | -7 | i | i | -8 | -2 | i
COc1cccc(NC(=O)c2ccc(NC(C)=O)cc2)c1
→ 3 | 3 | i | i | i | 13 | i | i | 1 | 5 | i
OCc1c(OCc2cccc(F)c2)ccc2ccccc12
→ 2 | 4 | i | i | i | 9 | i | i | -7 | nt | -9.5*
COc1ccc(C2OC(=O)CC2C(=O)NCc2ccc(F)cc2)cc1OC (centres undefined)
→ 5 | 4 | i | i | i | -7 | i | i | -22 | -2 | i
Cn1c(O)c(N=NC(=O)C2COc3ccccc3O2)c2ccccc21 (centres undefined)
→ 3 | nt | i | i | i | -6 | i | i | -6 | 0 | i

# Later entries.
# Each structure is followed by: GSK3beta inhib | HDAC3 inh | KCNQ1 block | KCNQ1 pot | PolyA inhibitor | DYRK1A inh | RGS4 pot | KCNK9 inh | hERG rescue | GSK3A inh | KCNK3 inh
O=C(Nc1nc2ccccc2s1)c1cccc(N2C(=O)CCC2=O)c1
→ 3 | -1 | i | i | i | 0 | i | i | -11 | -2 | i
CN(C)C(=O)N1CCN(C(=O)c2ccco2)CC1
→ -3 | 1 | i | i | i | -1 | i | i | -8 | 4 | i
COc1cc(C(=O)OCCn2c(=O)c3c(ncn3CCN(C)C)n(C)c2=O)cc(OC)c1OC
→ -3 | 3 | i | i | i | -6 | i | i | -3 | -1 | i
Cc1ccc(NC(=O)C2c3ccccc3Oc3ccccc32)c(C)c1
→ 1 | 9 | i | i | i | 1 | i | i | -12 | -2 | i
Cc1ccc(-n2[nH]c(C)c(C=Nc3cc(C)ccn3)c2=O)cc1
→ -2 | -4 | i | i | i | -9 | i | i | -1 | -4 | i
C=CCNC(=O)CN1CCC(n2nnc3cc(C(F)(F)F)ccc32)CC1
→ 0 | 0 | i | i | i | -1 | i | i | -7 | 0 | i
Fc1ccc(-c2ccnn2-c2ccccc2)cc1
→ 2 | -2 | i | i | i | 10 | i | i | -7 | -3 | i
O=C(CCc1nc2ccccc2[nH]1)Nc1ccc2c(c1)OCCO2
→ -2 | -3 | i | i | i | 2 | i | i | -11 | nt | i
O=C(Nc1cc(S(=O)(=O)N2CCOCC2)ccc1O)c1ccc2c(c1)S(=O)(=O)c1ccccc1C2=O
→ -2 | 3 | i | i | i | 1 | i | i | -9 | -1 | i
O=C(Nc1ccc(SC(F)F)cc1)c1ccc2nccnc2c1
→ 0 | 6 | i | i | i | -1 | i | i | -9 | 0 | i
CC(=O)OCCCCCCCCCCC[N+]1(C)CCCCC1
→ 0 | 6 | i | i | nt | -1 | -8.9* | i | -9 | 0 | i
CCn1cc(CNC(=O)c2cc([N+](=O)[O-])c(C)c([N+](=O)[O-])c2)cn1
→ -1 | -9 | i | i | nt | 3 | i | i | -1 | -1 | i
O=C(CN1C(=O)N/C(=C\c2ccccc2OCc2ccc(C(=O)O)cc2)C1=O)Nc1ccc(F)cc1
→ 5 | 5 | i | i | i | -3 | i | i | -11 | 1 | i
NS(=O)(=O)c1cccc(NC(=S)NCc2ccccc2)c1
→ 2 | 1 | i | i | i | -1 | i | i | -7 | -1 | i
CCOc1ccc(CCNC(=O)CN(C)S(=O)(=O)c2cccc3nsnc23)cc1OCC
→ 2 | 4 | i | i | i | 7 | i | i | -11 | 2 | i

# Remaining list, next part:
# Each structure is followed by: GSK3beta inhib | HDAC3 inh | KCNQ1 block | KCNQ1 pot | PolyA inhibitor | DYRK1A inh | RGS4 pot | KCNK9 inh | hERG rescue | GSK3A inh | KCNK3 inh
Cc1cccc(N(C(=O)c2snc(C(N)=O)c2N)C(C(=O)NCc2ccccc2)c2ccncc2)c1 (centres undefined)
→ -1 | -7 | i | i | i | 0 | i | i | -8 | -3 | i
Cc1ccc(CNC(=O)C2CCN(S(=O)(=O)c3ccc4nc5c(c(C(=O)O)c4c3)CC(C)CC5)CC2)cc1 (centres undefined)
→ -1 | -1 | i | i | i | 2 | i | i | 0 | 1 | i
Cc1nc2c(cc1N)nc(C)n2Cc1ccccc1
→ 0 | -47 | i | i | i | -2 | i | i | -3 | -1 | i
COc1ccc(NC(=O)CSc2ccc(-c3ccco3)nn2)cc1OC
→ -12 | 10 | i | i | i | 0 | i | i | -3 | 0 | i
Cc1ccccc1OCC(O)Cn1c(SC(C)C)nc2c1c(=O)[nH]c(=O)n2C (centres undefined)
→ 2 | 6 | i | i | i | 0 | i | i | -13 | -1 | i
CCCCC1CC1C(=O)Nc1ncc2c(n1)CC(C)(C)CC2=O (centres undefined)
→ 3 | 0 | i | i | i | 5 | i | i | -12 | 0 | i
CN(C)[C@@H]1CCC[C@@H]1OC(=O)C(c1ccccc1)c1ccccc1
→ 0 | -1 | i | i | i | 3 | -7* | i | -7 | 0 | i
Cc1cccc(CCNS(=O)(=O)c2ccc3c(c2)NC(=O)CO3)c1
→ 3 | nt | i | i | i | 1 | i | i | -10 | nt | i
CCn1cc(C(=O)NCC(=O)OC)c2cc(OC)c(OC)cc2c1=O
→ 4 | -1 | i | i | nt | -3 | i | i | -10 | -1 | i
CCn1cc(CNCc2c(C(=O)N3CCCCC3)nc3c(C)cccn23)cn1
→ 2 | -1 | i | i | i | -3 | i | i | -6 | -1 | i
COCCOC(=O)c1c(C)oc2ccc(O)c(CN3CCC(C)CC3)c12
→ -2 | nt | i | i | i | 4 | i | i | -2 | 0 | i
O=c1cc(CN2CCCCC2)nc(C2CC2)[nH]1
→ 2 | 3 | i | i | i | -28 | i | i | -14 | -1 | i
O=C(Cc1cccs1)Nc1ccccc1F
→ 3 | 4 | i | i | i | -2 | i | i | -6 | 0 | i
O=C1c2cccnc2C(=O)N1c1cccc(-c2nc3ccccc3o2)c1
→ 0 | -1 | i | i | i | 16 | i | i | -5 | -2 | i
Cc1nc(C)c(-c2ccc(SCc3ccccc3F)nn2)s1
→ 1 | -3 | i | i | i | 2 | i | i | -8 | -1 | i

# Six entries out of the list, ordered by number of heavy atoms, smallest number first:
# Each structure is followed by: GSK3beta inhib | HDAC3 inh | KCNQ1 block | KCNQ1 pot | PolyA inhibitor | DYRK1A inh | RGS4 pot | KCNK9 inh | hERG rescue | GSK3A inh | KCNK3 inh
O=c1cc(CN2CCCCC2)nc(C2CC2)[nH]1
→ 2 | 3 | i | i | i | -28 | i | i | -14 | -1 | i
CCCCC1CC1C(=O)Nc1ncc2c(n1)CC(C)(C)CC2=O (centres undefined)
→ 3 | 0 | i | i | i | 5 | i | i | -12 | 0 | i
Cc1cccc(CCNS(=O)(=O)c2ccc3c(c2)NC(=O)CO3)c1
→ 3 | nt | i | i | i | 1 | i | i | -10 | nt | i
COCCOC(=O)c1c(C)oc2ccc(O)c(CN3CCC(C)CC3)c12
→ -2 | nt | i | i | i | 4 | i | i | -2 | 0 | i
Cc1cccc(N(C(=O)c2snc(C(N)=O)c2N)C(C(=O)NCc2ccccc2)c2ccncc2)c1 (centres undefined)
→ -1 | -7 | i | i | i | 0 | i | i | -8 | -3 | i
Cc1ccc(CNC(=O)C2CCN(S(=O)(=O)c3ccc4nc5c(c(C(=O)O)c4c3)CC(C)CC5)CC2)cc1 (centres undefined)
→ -1 | -1 | i | i | i | 2 | i | i | 0 | 1 | i

# The list goes on:
# Each structure is followed by: GSK3beta inhib | HDAC3 inh | KCNQ1 block | KCNQ1 pot | PolyA inhibitor | DYRK1A inh | RGS4 pot | KCNK9 inh | hERG rescue | GSK3A inh | KCNK3 inh
COc1ccc(CCNC(=O)[C@H](CC(C)C)NC(=O)N2CCn3c2nc2ccccc23)cc1OC
→ 2 | 0 | i | i | i | -1 | i | i | -13 | 7 | i
O=C(CCNC(=O)c1ccc(Br)cc1)NCc1ccccc1F
→ nt | -3 | i | i | i | 11 | i | i | -5 | -1 | i
CCN(Cc1ccc(OC)c(F)c1)C(=O)c1oc2ccccc2c1COC
→ 0 | -2 | i | i | i | 0 | i | i | -8 | 0 | -14*
Fc1ccc(C2NCCn3cccc32)cc1 (centres undefined)
→ 0 | -3 | i | i | i | 9 | i | i | -6 | -3 | i
NC(CCCCc1ccccc1)c1cccc2ccccc12 (centres undefined)
→ -7 | 4 | i | i | i | nt | i | i | -19 | 11 | nt
Cc1nnc(CN(C)C(=O)c2cc(COc3ccc(F)cc3Cl)on2)o1
→ -5 | 6 | i | i | i | 2 | i | i | -11 | -1 | i
Cc1noc(C)c1CSCC(=O)OCC(=O)Nc1sccc1C#N
→ 0 | 2 | i | i | i | 5 | i | i | -4 | 0 | i
Cc1cc(NC(=O)CCC(=O)N(CC(=O)NCC2CCCO2)c2ccc(C(C)C)cc2)no1 (centres undefined)
→ 3 | -4 | i | i | i | -3 | i | i | -5 | -4 | i
